NOD1 NF-kB reporter – NOD1 signaling inhibitors, primary screen, cell-based, luminescence, uHTS (AID 1578) | hit rate 1% among 290,000 | inhibition, % at 4 µM; hits with a dose series show EC50 in µM | NOD1-driven NF-kB luciferase reporter cells, luminescence; higher % means a stronger effect; in the data active = inhibition mostly above about 36%, no sharp cut-off; inactive = mostly below about 34%;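 also: HEK-293T reporter cells stimulated with the NOD1 agonist gamma-tri-DAP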
West Nile antiviral – West Nile virus antiviral activity, cell-based, CPE readout (AID 1621); West Nile virus-infected cells, CPE inhibition; higher % means a stronger effect; one-dose CPE inhibition, % at 10 µM; IC50 in µM for titrated hits; hit rate 0.02% among 290,000; in the data active = a potency from the dose series; inconclusive = CPE inhibition mostly from about 3.7% at the one dose, without a potency; inactive = the rest, 99 in 100 with CPE inhibition below about 2.2%; also: strong numbers were not always called active
HIV fusion peptide – inhibitors of HIV fusion peptide binding, primary screen, biochemical, uHTS, fluorescence dequenching (AID 1986). cell-free peptide binding, fluorescence dequenching, 30 min; higher % means a stronger effect. one-dose inhibition, % at 20 µM; IC50 in µM for titrated hits. hit rate 0.3% among 290,000; in the data active = inhibition mostly above about 52%, no sharp cut-off; inactive = mostly below about 76%; also: some results filed as inactive read as strong as hits
KOR beta-arrestin-1 – KOR agonists, beta-arrestin recruitment, primary screen, cell-based, luminescence, uHTS (AID 1777) | hit rate 0.02% among 280,000 | KOR beta-arrestin recruitment, luminescence; higher % means a stronger effect | Kappa-type opioid receptor (Homo sapiens) | activation, % at 10 µM, or EC50 in µM where a hit was titrated; in the data active = activation above about 50%, passing the limit was not always enough; also: a part of the inactive calls stands beside numbers as strong as those of hits
Dengue-2 NS5 capping – Dengue-2 NS5 methyltransferase inhibitors, primary screen, biochemical, confirmation dose response (AID 588689). hit rate 0.3% among 340,000. Genome polyprotein (Dengue virus type 2 (strain 16681-PDK53)). inhibition, % at 25 µM; hits with a dose series show IC50 in µM. Dengue-2 NS5 methyltransferase capping enzyme assay, biochemical; higher % means a stronger effect; in the data active = a potency from the dose series; inconclusive = inhibition above about 29% without an active follow-up result
GPR35 arrestin U2OS – GPR35 antagonists blocking zaprinast-driven arrestin recruitment, primary screen, imaging, U2OS, beta-arrestin-GFP, zaprinast agonist (AID 2058). inhibition, % at 10 µM; hits with a dose series show IC50 in µM. U2OS GPR35 beta-arrestin-GFP translocation imaging, zaprinast antagonism; higher % means a stronger effect. hit rate 0.052% among 290,000;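 active = inhibition of at least 50% with at least 30 cells and total cytoplasm GFP at most 10,000,000; inconclusive = under 30 cells or total GFP of 10,000,000 plus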
GPR55 activation – GPR55 agonists via beta-arrestin recruitment, primary screen, imaging, U2OS cells, beta-arrestin-GFP redistribution (AID 1961); G-protein coupled receptor 55 (Homo sapiens); one-dose activation, % at 10 µM; EC50 in µM for titrated hits; U2OS GPR55 beta-arrestin-GFP redistribution imaging; higher % means a stronger effect; hit rate 0.048% among 290,000;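 active = activation above 40% with more than 50 cells counted in the well; inconclusive = wells holding fewer than 50 cells, flagged as toxic or sparse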;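 also: U2OS osteosarcoma cells stably expressing GPR55 and beta-arrestin-GFP; plate controls were DMSO negative control for no effect and LPI positive control for full effect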
GPR55 antagonists – GPR55 antagonists blocking LPI-driven arrestin recruitment, primary screen, imaging, U2OS, beta-arrestin-GFP, LPI agonist (AID 2013). U2OS GPR55 beta-arrestin-GFP translocation imaging, LPI antagonism; higher % means a stronger effect. inhibition, % at 10 µM, or IC50 in µM where a hit was titrated. hit rate 0.13% among 290,000. G-protein coupled receptor 55 (Homo sapiens);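 active = spots per cell inhibited over 60%, with over 100 cells counted and total cytoplasm intensity under 500,000; inconclusive = wells with under 100 cells, flagged as likely toxic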;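 also: U2OS cells stably carrying GPR55 and arrestin-GFP stimulated by 5 µM LPI near EC80; imaged beta-arrestin-GFP aggregate spots per cell after agonist stimulation; plate controls were LPI-stimulated DMSO wells for no effect and DMSO wells without LPI for full effect; some results filed as inactive read as strong as hits; confirmed hits need IC50 under 10 µM and bright autofluorescent wells are also inconclusive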
KOR beta-arrestin-2 – KOR antagonists, beta-arrestin recruitment, cell-based, luminescence, uHTS (AID 1778); hit rate 0.091% among 290,000; inhibition, % at 10 µM, or IC50 in µM where a hit was titrated; Kappa-type opioid receptor (Homo sapiens); KOR beta-arrestin recruitment, luminescence, antagonist mode; higher % means a stronger effect; in the data active = inhibition above about 50%; also: strong numbers were not always called active
Dengue-2 NS5 capping pilot replicate – also measured in Dengue-2 NS5 capping; calls as there; inhibition, %; measured here: pilot screen replicate inhibition
* marks the source's active call; other numbers are inactive results; ? = inconclusive; nt = no result given; [ ] = remark or other dose. A portion of the library (hit frequency here may not be typical).

SMILES	NOD1 NF-kB reporter	West Nile antiviral	HIV fusion peptide	KOR beta-arrestin-1	Dengue-2 NS5 capping	GPR35 arrestin U2OS	GPR55 activation	GPR55 antagonists	KOR beta-arrestin-2	others
Cc1c(C(=O)OC/C(O)=C(\C#N)c2nc3ccccc3[nH]2)oc2ccc(Br)cc12	-12%	-0.2%	4.0%	3.3%	-14%	6%	0.0%	6%	4%
CC(=O)c1ccc(N2CCN(C(=O)c3cccs3)C(C)C2)c(F)c1 (stereo unspecified)	6%	-1.1%	-2.3%	0.3%	-1%	16%	0.0%	-4%	8%
Cc1ccc(C(=O)NCC(=O)NCCc2ccc(S(N)(=O)=O)cc2)s1	-12%	1.3%	-0.9%	4.4%	0%	-5%	-0.2%	-8%	-20%
Cn1c(N)c(C(=O)CSc2ccccn2)c(=O)n(C)c1=O	-29%	0.3%	0.4%	-2.6%	1%	20%	1.1%	17%	-4%
Oc1ccc(O)c(Cc2nc3ccccc3[nH]2)c1	-39%	-0.2%	-1.6%	-3.4%	-3%	-9%	-0.2%	-2%	6%
Cc1c(C(=O)N2CCN(c3ccccn3)CC2)sc2ncnc(N3CCOCC3)c12	-12%	-0.1%	-1.4%	1.9%	-1%	-5%	0.0%	2%	-35%
O=C1CC(Sc2ccc(Cl)cc2)C(=O)N1c1ccc2c(c1)OCCO2 (stereo unspecified)	7%	0.2%	-1.6%	3.8%	-25%	-8%	-0.1%	-16%	31%
COc1ccccc1CN1CCc2c([nH]c3ccccc23)C1	-27%	-1.1%	1.3%	-0.6%	-1%	-8%	-0.2%	-3%	21%[20 µM]
COc1ccc(Oc2cc(C(F)(F)F)cnc2C(N)=O)cc1	-9%	0.3%	1.3%	0.2%	-3%	-17%	-0.1%	-9%	-8%
N/C(=N\OC(=O)c1cc(-c2ccccc2)nc2ccccc12)c1ccc(Cl)cc1	7%	-0.4%	-1.9%	-0.3%	4%	9%	-0.1%	10%	0%
CCOC(=O)c1csc(-c2ccc([N+](=O)[O-])cc2)n1	-16%	0.3%	-0.8%	-4.0%	2%	-2%	0.1%	11%	-38%
CCC(=O)c1ccc(N2CCN(C(=O)c3ccccc3Br)CC2)c(F)c1	0%	-1.5%	-0.8%	0.8%	-4%	3%	-0.1%	-6%	-42%[20 µM]
COc1ccc(C[C@H]2CN3C(=NC[C@@H]3Cc3ccc(O)cc3)N2C[C@H](C)NC(=O)c2ccc(C)c(Br)c2)cc1	0%	?	-2.2%	-0.1%	-7%	-5%	0.3%	39%	15%
Fc1ccccc1C1c2[nH]c3ccccc3c2CCN1Cc1ccoc1 (stereo unspecified)	0%	-0.6%	2.6%	nt	-5%	11%	-0.2%	-8%	-47%[20 µM]
CCN=c1scc(C)n1/N=C/c1ccc(O)c(O)c1O	-1%	0.1%	42%	4.1%	21µM*	-17%	-0.1%	14%	-27%	Dengue-2 NS5 capping pilot replicate=67*
CCCc1sc(N)nc1-c1ccc(C)cc1	-20%	-0.1%	-3.6%	-1.0%	-2%	5%	0.1%	9%	-10%
Cc1cc(CNC(=O)Cc2ccccc2)c2ccccc2n1	-10%	-0.3%	1.1%	-6.1%	-5%	-6%	0.1%	5%	34%
Cc1cccc2cc(C3CC(c4ccco4)=NN3S(C)(=O)=O)c(Cl)nc12 (stereo unspecified)	14%	-1.4%	3.3%	3.0%	-12%	-15%	-0.3%	-12%	-10%
O=c1c2ccccc2nc2n1CCC2O (stereo unspecified)	10%	-0.8%	2.2%	-2.5%	2%	-9%	1.0%	2%	-6%
COc1cccc(CNc2ccc3c(c2)CCC3)c1	-112%	0.0%	-1.9%	-2.0%	5%	12%	0.0%	0%	-24%

The last three compounds of the part before come first, to join the parts.
SMILES	NOD1 NF-kB reporter	West Nile antiviral	HIV fusion peptide	KOR beta-arrestin-1	Dengue-2 NS5 capping	GPR35 arrestin U2OS	GPR55 activation	GPR55 antagonists	KOR beta-arrestin-2	others
Cc1cccc2cc(C3CC(c4ccco4)=NN3S(C)(=O)=O)c(Cl)nc12 (stereo unspecified)	14%	-1.4%	3.3%	3.0%	-12%	-15%	-0.3%	-12%	-10%
O=c1c2ccccc2nc2n1CCC2O (stereo unspecified)	10%	-0.8%	2.2%	-2.5%	2%	-9%	1.0%	2%	-6%
COc1cccc(CNc2ccc3c(c2)CCC3)c1	-112%	0.0%	-1.9%	-2.0%	5%	12%	0.0%	0%	-24%
CCOC(=O)N1CCN(C(=O)Nc2ccc3nc(-c4ccccn4)c(-c4ccccn4)nc3c2)CC1	-11%	0.1%	-1.2%	-3.5%	1%	-6%	-0.1%	1%	14%
COc1ccc(S(=O)(=O)NC(C)C)cc1C(=O)N1CCOCC1	-22%	0.7%	0.3%	0.8%	-2%	-4%	-0.3%	2%	-4%
CCOC(=O)N1CCN(C(=O)C2CCN(S(=O)(=O)c3ccc(Cl)cc3)CC2)CC1	13%	-0.2%	-2.5%	-0.3%	1%	-10%	0.0%	-9%	-18%
Cc1ccc(Cl)c(OCC(=O)NN2CCN(C)CC2)c1	-5%	-0.1%	-0.6%	1.4%	-1%	7%	-0.1%	18%	11%
CN(c1ccc(O)cc1)c1nc(-c2ccccc2)cs1	-41%	1.0%	12%	0.2%	-5%	-9%	0.4%	0%	-34%
CN(C)c1ccc(-c2nn3c(-c4cccnc4)nnc3s2)cc1	-23%	0.4%	-1.2%	0.2%	nt	12%	0.0%	-4%	4%
O=C1Nc2ccc(Cl)cc2C12Nc1ccccc1-c1nnc(SCc3ccccc3F)nc1O2 (stereo unspecified)	-25%	-0.5%	35%	-0.9%	43µM*	-7%	0.1%	14%	18%
O=c1oc2ccccc2c(Nc2ccccc2)c1CN1CCCCC1	-8%	-0.3%	1.0%	1.4%	-6%	4%	-0.1%	40%	2%
CCOc1ccc2c(c1)nc(SCC(=O)c1cccs1)n2C	-43%	nt	1.0%	2.6%	-6%	-13%	0.3%	-9%	-11%
CC(CCc1ccco1)N(C)S(=O)(=O)c1csc(C(N)=O)c1 (stereo unspecified)	-1%	-1.1%	-0.9%	2.0%	6%	11%	-0.2%	0%	12%
CN(C)S(=O)(=O)c1ccc(S(=O)(=O)NCc2ccc3c(c2)OCO3)cc1	-7%	-1.1%	1.3%	-6.5%	0%	-5%	0.3%	-10%	9%[20 µM]
O=C(NN1C(=O)/C(=C/c2cccs2)SC1=S)c1ccncc1	7%	-0.4%	0.4%	2.1%	-5%	2%	-0.2%	8%	-34%
O=C(NC1=NCCS1)c1cccc2ccccc12	-12%	0.0%	-1.6%	-4.1%	0%	-20%	-0.3%	19%	-7%
CCO/C=C/C(=O)N(C)CCC#N	4%	0.2%	1.2%	-3.7%	0%	11%	-0.2%	1%	6%
CC1(C)Cc2c(c(-c3ccccc3)nc(N3CCCC3)c2C(N)=O)CO1	-19%	-0.8%	-0.4%	-0.1%	-7%	2%	-0.4%	1%	2%
O=C(NCCS(=O)(=O)N1CCN(c2ccccc2)CC1)C1CC(=O)N(c2ccccc2)C1 (stereo unspecified)	-3%	-0.1%	7.4%	4.6%	-6%	-4%	-0.2%	-16%	-16%
COc1ccc(/C=N/n2cncn2)cc1Cn1cc([N+](=O)[O-])cn1	-2%	-0.2%	-1.8%	0.0%	nt	5%	0.3%	-1%	25%
CCCCOC(=O)c1ccc(NC(=O)C2CCCO2)cc1 (stereo unspecified)	-29%	1.7%	2.3%	2.0%	1%	-4%	0.2%	-10%	-22%
C(=N\Nc1nc2ccccc2[nH]1)/c1cccs1	-106%	-1.5%	-0.5%	0.4%	-2%	17%	-0.3%	6%	-5%
C=CCC1Cc2c(cccc2[N+](=O)[O-])C(CC=C)N1 (stereo unspecified)	28%	-1.2%	-2.3%	nt	-4%	8%	0.2%	6%	-23%[20 µM]

Grouped by structure, those above containing a cyano group
SMILES	NOD1 NF-kB reporter	West Nile antiviral	HIV fusion peptide	KOR beta-arrestin-1	Dengue-2 NS5 capping	GPR35 arrestin U2OS	GPR55 activation	GPR55 antagonists	KOR beta-arrestin-2	others
Cc1c(C(=O)OC/C(O)=C(\C#N)c2nc3ccccc3[nH]2)oc2ccc(Br)cc12	-12%	-0.2%	4.0%	3.3%	-14%	6%	0.0%	6%	4%
CCO/C=C/C(=O)N(C)CCC#N	4%	0.2%	1.2%	-3.7%	0%	11%	-0.2%	1%	6%

A portion taken from the entries so far, as a working copy:
SMILES	NOD1 NF-kB reporter	West Nile antiviral	HIV fusion peptide	KOR beta-arrestin-1	Dengue-2 NS5 capping	GPR35 arrestin U2OS	GPR55 activation	GPR55 antagonists	KOR beta-arrestin-2	others
C(=N\Nc1nc2ccccc2[nH]1)/c1cccs1	-106%	-1.5%	-0.5%	0.4%	-2%	17%	-0.3%	6%	-5%
C=CCC1Cc2c(cccc2[N+](=O)[O-])C(CC=C)N1 (stereo unspecified)	28%	-1.2%	-2.3%	nt	-4%	8%	0.2%	6%	-23%[20 µM]

(more compounds)
SMILES	NOD1 NF-kB reporter	West Nile antiviral	HIV fusion peptide	KOR beta-arrestin-1	Dengue-2 NS5 capping	GPR35 arrestin U2OS	GPR55 activation	GPR55 antagonists	KOR beta-arrestin-2	others
COc1ccc(OC)c(NC(=O)CC2SC(=Nc3ccccc3)N(CCc3ccccn3)C2=O)c1 (stereo unspecified)	6%	-1.3%	4.0%	2.2%	-5%	-14%	0.2%	6%	9%
Cc1ccc(-n2cnnn2)c2cccnc12	5%	0.2%	1.1%	-7.5%	3%	2%	0.0%	13%	11%
CC(=O)Nc1ccc(S(=O)(=O)N2CCc3ccccc3C2CC(=O)O)cc1 (stereo unspecified)	11%	0.5%	-2.4%	0.7%	-6%	-8%	0.2%	10%	-6%
CCOc1ccc(CNC(=O)CCc2cn(C)c3ccccc23)cc1OC	-32%	-0.1%	-0.3%	-4.1%	0%	-4%	0.3%	-9%	7%
